PP1 inh: PP1-alpha (human) inhibition in PP5 counter-screen; purified PP1alpha, OMFP fluorescence; inhibition, % at 6.7 µM; actives 0.9% (n = 320,000); AID 2235;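 active means inhibition above the mean inhibition of all tested compounds plus 3 SD, computed separately for each screening campaign, cut at about 15% in these data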
Target sequence (P62136 whole entry, looked up): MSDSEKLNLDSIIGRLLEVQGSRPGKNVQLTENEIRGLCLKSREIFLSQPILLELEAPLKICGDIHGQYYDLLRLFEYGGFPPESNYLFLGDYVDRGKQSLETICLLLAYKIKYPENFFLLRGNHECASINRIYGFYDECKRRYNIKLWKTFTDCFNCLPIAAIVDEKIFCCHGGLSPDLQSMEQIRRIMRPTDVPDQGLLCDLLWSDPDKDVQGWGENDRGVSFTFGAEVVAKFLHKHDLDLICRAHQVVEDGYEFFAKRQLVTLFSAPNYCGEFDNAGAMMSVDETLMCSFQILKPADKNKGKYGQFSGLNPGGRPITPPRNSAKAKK
PP5 primary: inhibitors of human protein phosphatase 5 (PP5); P53041; inhibition, % at 6.7 µM; purified PP5c, OMFP substrate fluorescence; actives 0.18% (n = 320,000);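 active means inhibition above the campaign's mean inhibition across all tested compounds plus 3 SD, cut at about 9.5% in these data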;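 further: 0% = DMSO only and 100% = 100 µM cantharidin control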
Target sequence (P53041 whole entry, looked up): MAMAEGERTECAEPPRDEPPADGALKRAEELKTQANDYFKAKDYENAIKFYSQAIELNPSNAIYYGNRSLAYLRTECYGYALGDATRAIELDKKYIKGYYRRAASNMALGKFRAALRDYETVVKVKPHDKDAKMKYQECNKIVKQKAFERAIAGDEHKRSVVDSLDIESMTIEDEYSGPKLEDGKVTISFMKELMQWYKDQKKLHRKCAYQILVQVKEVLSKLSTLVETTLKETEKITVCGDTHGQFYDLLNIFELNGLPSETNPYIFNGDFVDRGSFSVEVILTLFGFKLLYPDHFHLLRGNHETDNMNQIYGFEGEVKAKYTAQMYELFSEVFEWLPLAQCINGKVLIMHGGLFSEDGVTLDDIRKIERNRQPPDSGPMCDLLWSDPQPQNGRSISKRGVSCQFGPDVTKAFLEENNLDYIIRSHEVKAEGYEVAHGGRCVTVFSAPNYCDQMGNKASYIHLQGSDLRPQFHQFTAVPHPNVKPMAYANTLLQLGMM
EBNA-1 inhibitor: blocks EBNA-1 binding to DNA. EBNA-1 DNA binding, fluorescence polarization. inhibition, % at 14.8 µM. actives 0.34% (n = 300,000); in the data active means inhibition above about 28%
JMJD2C inh: blocks human GASC-1 demethylase activity; inhibition, % at 2.35 µM; actives 0.069% (n = 330,000); GST-JMJD2C(1-420) H3K9me3 demethylation, DELFIA europium; Q9H3R0;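 active means more than half of a compound's replicate wells show inhibition beyond 50%, single wells judged on their own value; inconclusive means some, but no more than half, of replicates pass 50% inhibition; inactive means no replicate passes 50% inhibition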;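 further: signal counts dimethyl H3K9 product captured on neutravidin plate; 0% = median of DMSO wells and 100% = 0.3 times that DMSO median; strong numbers were not always called active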
TPT1 inhibitor: blocks Candida albicans tRNA 2'-phosphotransferase | actives 0.81% (n = 300,000) | inhibition, % at 5 µM | recombinant caTPT1, FP RNA substrate dephosphorylation | AID 1962;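 active means inhibition above the mean of all tested compounds plus 3 SD, set per screening campaign, cut at about 24% in these data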;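 further: plate controls were DMSO alone for no effect and ferristatin control at 100 nM for full effect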
Yeast superoxide: caloric restriction mimetics inhibiting age-related superoxide in yeast. S. cerevisiae aged cells, superoxide DHE fluorescence; hits give low values. superoxide response (% of plate mean), % at 10 µM. actives 0.18% (n = 330,000);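 active means superoxide response under a set limit, about three screen SD below normal, cut at about 65% in these data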;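 further: yeast aged for seven days with compound at 30 °C before DHE staining; 100% = average MFI of all compound-treated wells on the plate with controls excluded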
HCV core dimer: HCV core protein dimerization inhibition. AID 1899. actives 0.33% (n = 300,000). TR-FRET GST/Flag-core106 dimerization, 1536-well. inhibition, % at 5 µM;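 active means inhibition above the mean of all tested compounds plus 3 SD, set per screening campaign, cut at about 45% in these data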
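System: GST-tagged and Flag-tagged HCV core protein residues 1-106 / Input: core106 proteins, GST 13.5 nM and Flag 17 nM / Buffer or medium: KF-containing HEPES buffer, pH 7.45, DTT, CHAPS, BSA / Probe or stimulus: Eu-anti-GST and XL665-anti-Flag labelled anti-tag antibodies / Schedule: 4 h, 22.5 °C incubation / Technique: TR-FRET 671 and 617 nm emission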
ZTA counter: counter-screen for EBNA-1 inhibitors: inhibitors of Epstein-Barr virus ZTA | P03206 | ZTA-DNA binding, fluorescence polarization | inhibition, % at 11 µM | actives 0.15% (n = 320,000) | AID 2234; in the data active means inhibition above about 33%
Target sequence (P03206 whole entry, looked up): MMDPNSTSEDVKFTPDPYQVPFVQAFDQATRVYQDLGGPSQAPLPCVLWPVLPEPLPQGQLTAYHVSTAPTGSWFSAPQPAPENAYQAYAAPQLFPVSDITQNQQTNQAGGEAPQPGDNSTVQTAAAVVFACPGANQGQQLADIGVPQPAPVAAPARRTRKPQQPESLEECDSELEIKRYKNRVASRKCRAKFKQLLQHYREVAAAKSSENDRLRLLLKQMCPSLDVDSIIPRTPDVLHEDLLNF
Fh CTSL1 inh: counter-screen for PFM18AAP inhibitors: inhibitors of F. hepatica cathepsin L1; recombinant F. hepatica cathepsin L1, Z-Leu-Arg-MCA fluorescence; AID 1906; actives 0.49% (n = 300,000); inhibition, % at 5.96 µM;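 active means inhibition above the mean of all tested compounds plus 3 SD, set per screening campaign, cut at about 17% in these data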;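 further: 0% = plate median of test compound wells and 100% = 1 µM Z-Phe-Ala-diazomethylketone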
Active calls of the source: *; u = inconclusive; x = not tested or not shown.

SMILES	PP1 inh	PP5 primary	EBNA-1 inhibitor	JMJD2C inh	TPT1 inhibitor	Yeast superoxide	HCV core dimer	ZTA counter	Fh CTSL1 inh
O=C(COC(=O)c1ccc(O)cc1O)NCCN1C(=O)CSC1=O	1	1.3	-9	11	-5	95	-3	-14	3
O=C(Cn1c(=O)oc2ccccc21)N(Cc1ccccc1)C1CCS(=O)(=O)C1 (configuration not stated)	-1	-0.9	-9	-6	0	106	-1	-7	-2
O=C1/C(=C\c2cccc(O)c2)SC(=S)N1Cc1ccccc1	6	4.3	-1	-2	-1	103	-3	-12	-1
COc1ccc(C(C)=O)cc1COC(=O)c1cc2ccccc2cc1O	2	1.7	8	74	-2	100	-10	-4	0
Cc1cccc(OCCCC(=O)Nc2ccc(N3CCCCC3)cc2)c1C	6	2.4	-7	u	-3	146	4	-8	-4
O=C(CSc1nc2c(c(=O)n1-c1ccccc1)SCC2)N1CCOCC1	2	0.4	4	-1	-3	95	-8	3	0
O=C(Nc1ccon1)c1ccc(S(=O)(=O)N2CCOCC2)cc1	3	-0.8	-11	0	-1	78	-3	-20	2
CC(C)NC(=S)N1CCN(S(C)(=O)=O)CC1	-1	-0.3	-3	46	-3	108	-3	9	1
CCc1ccccc1OCC(=O)Nc1ccc2c(c1)OCCO2	-5	3.3	-6	33	1	103	9	-9	-15
CCCNC(=O)C(Cc1cccc(OC)c1)NC(=O)c1ccc(C#N)cc1 (configuration not stated)	-2	2.7	x	-2	x	103	x	-10	x
CC(=O)NC1=NC(=O)/C(=C/N2CCOCC2)S1	1	4.3	-6	3	-3	85	13	9	1
COc1ccccc1-c1nc(SC)n[nH]1	0	0.5	-1	15	-1	101	-4	-15	0
CCc1nc2ccc(C(=O)N3CCN(c4ccc(Cl)cc4)CC3)cc2nc1CC	0	2.9	-9	1	-2	85	0	7	3
Cc1cccc(OCC(=O)Nc2ccc3c(c2)C(=O)NC3=O)c1	-2	-0.7	3	85	-3	86	0	-2	-4
CCOC(=O)Nc1sc(=S)n(C)c1C	-4	2.5	-3	8	-1	98	-12	5	-3
COc1ccc(NC(=O)C(NC(=O)Cc2cccs2)c2ccc(C)cc2)cc1 (configuration not stated)	-1	1.4	2	1	0	102	-5	-10	-14
COC(c1ccccc1)c1nnc(CCC(=O)NCCCc2ccccc2)o1 (configuration not stated)	-1	-2.2	-11	-9	6	95	-4	4	-4
O=C(CCl)NNC(=O)c1c(O)c2ccccc2[nH]c1=O	0	7.4	12	-18	-2	92	5	20	-3
O=C(CCn1nnc(-c2cccs2)n1)N1CCc2ccccc2C1	-5	1.9	7	-2	-1	123	1	2	-4
Cc1ccccc1NC(=O)Cc1nc(CSc2nnc(C3CCCCC3)n2N)cs1	0	-4.5	11	-2	4	110	2	7	-3
COc1ccc(/C=C(\NC(=O)c2ccccc2)C(=O)NCCC(=O)O)cc1	-2	-1.0	4	-6	-3	95	-3	11	1
CCc1cccc(C)c1NC(=O)CSc1nnc(-c2cc3cc(Br)ccc3o2)n1CC	-1	1.7	-6	16	4	108	13	-23	2
Cc1ccc(OCC(=O)O/N=C(\N)c2ccccn2)cc1C	4	4.7	-7	4	-2	115	-3	-22	-13
CCCCn1nc(NS(=O)(=O)c2cccc3nonc23)c2cc3cccc(C)c3nc21	7	-1.0	2	-6	2	101	2	17	4
CN1CCN(CCCNC(=O)Cn2nc(-c3ccccc3)ccc2=O)CC1	-2	2.0	-7	8	1	94	-5	4	1
CCOc1ccc(S(=O)(=O)NCC(c2ccc3c(c2)OCO3)N2CCN(C)CC2)cc1 (configuration not stated)	-1	0.5	-5	-3	-4	102	-7	-22	7
CC(=O)c1c(OC(=O)c2ccccc2)c2ccccc2n1C	4	2.8	0	0	2	87	-27	-4	-3
O=C(NCc1ccccc1Cl)C1CCN(S(=O)(=O)N2CCOCC2)CC1	-2	-0.4	0	-1	-2	97	-1	7	-5
COc1ccc(CCNCC2C(Oc3ccc(Cl)cc3)C(=O)N2c2ccccc2C)cc1OC (configuration not stated)	7	6.0	-11	2	-5	98	0	-13	1
COc1cccc(/C=N/NC(=O)CN2C(=O)NC3NC(=O)NC32)c1 (configuration not stated)	0	-2.4	-3	5	-2	98	-2	8	-2
O=C(N/N=C/c1ccc(OC(F)F)cc1)c1cccc(S(=O)(=O)N2CCOCC2)c1	-6	-2.5	6	11	2	100	1	15	3
COc1ccccc1N(CC(=O)NC(C)(C)C)C(=O)CCC(=O)Nc1nccs1	-1	0.1	-1	-28	-1	104	13	1	-1
CN(C)S(=O)(=O)N1CCC(Cc2ccccc2)CC1	-2	2.8	-10	5	-7	90	6	2	-3
O=S(=O)(NCC(c1cccnc1)N1CCN(c2ccccc2F)CC1)c1cccs1 (configuration not stated)	-5	-1.0	-2	9	-3	97	4	11	-1
COCC(C)NCc1cccc(C)c1 (configuration not stated)	-3	1.7	3	4	1	83	-4	6	-2
CCOc1ccccc1CNC(=O)C1CCN(c2nc3ccccc3o2)CC1	-1	0.7	2	7	2	125	1	0	3
COc1ccc(CCNC(=S)Nc2ccccc2)cc1	2	0.2	6	3	-2	82	-1	3	-1
O=C(NCc1ccccc1Cl)C1CCCN1S(=O)(=O)c1ccccc1F (configuration not stated)	0	0.8	4	-12	0	103	-11	-18	-3
O=C1OCCC1Sc1nc2ccccc2s1 (configuration not stated)	-2	2.0	10	-3	2	99	2	1	-3
O=C(O)Cc1c(-c2ccccc2)c2cc(Cl)ccc2[nH]c1=O	-3	1.0	22	-17	-6	102	3	8	6
CCC(CO)Oc1cc(NC(=O)c2ccc(F)cc2)c2ncn(C(C)C)c2c1 (configuration not stated)	-1	2.2	x	5	x	106	x	8	x
COc1ccc(NS(=O)(=O)c2ccc(N3CCOCC3)c(NC(=O)C(C)C)c2)cc1	0	1.1	-5	-7	-3	98	-4	-12	-1
Cc1nc2cc(NC(=O)CSc3nc4c(C)cccc4cc3C#N)ccc2s1	2	-0.3	5	9	0	106	27	-10	1
O=C(O)c1cccc(NS(=O)(=O)c2cccc(C(=O)Nc3ccccc3[N+](=O)[O-])c2)c1	-1	-0.8	3	7	0	95	6	-1	6
CC(Oc1ccccc1F)C(=O)Nc1ccc2ccccc2c1 (configuration not stated)	2	3.0	-12	7	2	112	-1	8	1
COc1ccccc1N1CCN(C(=O)CCC(=O)N2CCN(c3ccccc3OC)CC2)CC1	-4	1.9	-19	6	3	99	-4	-4	-1
COC(=O)c1ccc(NC(=O)C(=O)N2CCN(C(=S)Nc3ccc(C)cc3)CC2)cc1	1	1.0	3	9	-3	105	-3	-2	-2
CCC(Sc1nc(-c2cccc(OC)c2)c(C#N)c(=O)[nH]1)C(=O)Nc1nnc(C(C)C)s1 (configuration not stated)	-2	-1.6	8	-4	-2	107	19	29	3
Cc1ccc(S(=O)(=O)Nc2ccc3c(c2)nc(CCN2CCN(c4ccccn4)CC2)n3C)cc1	-2	0.0	2	-8	-1	101	12	15	-4
Cc1noc(C(=O)Nc2sc3c(c2C#N)CCC3)c1Cl	1	2.4	-9	-2	-3	99	-10	-14	-4
FC(F)(F)c1cc(-c2ccc3c(c2)OCO3)nc(NCc2ccco2)n1	1	4.9	-7	-24	1	91	5	-48	2
COCCCn1c(=O)/c(=C\c2ccccc2OC(F)F)s/c1=C(/C#N)C(=O)NC(C)C	-2	-1.1	5	-1	4	92	-1	-7	6
CC(=O)Oc1ccc(N2C(=O)CC(N3CCOCC3)C2=O)cc1 (configuration not stated)	1	0.0	-5	-3	3	92	1	-10	1
CCOc1ccc(C(C)=O)cc1COc1ccc(-n2cnnn2)cc1	5	0.7	-1	x	2	99	6	13	-1
CCC(=O)Nc1cc(OC)cc(OC)c1	-3	0.8	0	-2	1	99	-1	-2	6
O=C(Oc1cccc(F)c1)c1ccc2c(=O)n3c(nc2c1)CCC3	-3	1.7	-2	3	0	74	6	7	2
CCc1nn(C(C)C(=O)N2CCN(c3ccc(OC)cc3)CC2)c(=O)c2cc3occc3n12 (configuration not stated)	-3	-1.2	7	7	0	91	-1	-5	-2
Cc1cc(C(=O)N2C(C)CCCC2C)no1 (configuration not stated)	0	-1.6	12	8	-1	101	10	16	2
CCOc1cc(CNCCCN2CCOCC2)ccc1OCC(=O)Nc1cccc2ccccc12	-2	-1.8	-2	3	-1	85	-1	0	0
Cc1ncsc1CCC(=O)N1CCCC(C(=O)c2ccc3c(c2)OCO3)C1 (configuration not stated)	-5	-0.7	-3	1	6	102	2	14	-5

Part of the list above in order of heavy-atom count, falling:
SMILES	PP1 inh	PP5 primary	EBNA-1 inhibitor	JMJD2C inh	TPT1 inhibitor	Yeast superoxide	HCV core dimer	ZTA counter	Fh CTSL1 inh
COc1ccc(C(C)=O)cc1COC(=O)c1cc2ccccc2cc1O	2	1.7	8	74	-2	100	-10	-4	0
O=C(COC(=O)c1ccc(O)cc1O)NCCN1C(=O)CSC1=O	1	1.3	-9	11	-5	95	-3	-14	3
CCc1ccccc1OCC(=O)Nc1ccc2c(c1)OCCO2	-5	3.3	-6	33	1	103	9	-9	-15
Cc1ccc(OCC(=O)O/N=C(\N)c2ccccn2)cc1C	4	4.7	-7	4	-2	115	-3	-22	-13
CC(=O)NC1=NC(=O)/C(=C/N2CCOCC2)S1	1	4.3	-6	3	-3	85	13	9	1

Continuation.
SMILES	PP1 inh	PP5 primary	EBNA-1 inhibitor	JMJD2C inh	TPT1 inhibitor	Yeast superoxide	HCV core dimer	ZTA counter	Fh CTSL1 inh
CC(C)(C)c1ccc(C(=O)CCC(=O)NCc2ccccc2)cc1	3	1.6	x	7	x	119	x	-13	x
CCC(C)NC(=O)C1c2ccccc2C(=O)N1Cc1ccc(OC)cc1OC (configuration not stated)	-3	0.8	-1	0	-5	101	-4	9	1
C#CCSc1nncn1C(=O)/C=C/c1ccccc1	-1	1.2	-1	5	-1	104	5	-7	-12
Cc1cc(C)c2nc(C)cc(Nc3ccc(C(=O)NCCO)cc3)c2c1	-2	0.4	10	10	0	91	-1	-1	8
CCc1nnc(NC(=O)CN2C(=O)c3ccccc3S2(=O)=O)s1	-6	0.7	6	2	3	107	-7	-9	-2
COc1ccc(NC(=S)N2CCCC2c2ccc(OC)c(OC)c2)cc1 (configuration not stated)	3	-2.1	7	4	1	93	0	4	-8
Cc1nc(NC(=O)CSc2nncs2)c(Cl)cc1Cl	-6	-0.2	6	9	2	100	-4	9	-3
O=C1CCCC(=O)N1c1ccc(NCCOCCO)c([N+](=O)[O-])c1	-3	-1.1	-15	2	3	105	-2	-2	4
CCCCC1=NN(C(=O)c2cocc2C)C(O)(C(F)(F)F)C1 (configuration not stated)	-1	13*	6	3	2	83	0	-7	-1
O=C(c1ccc(Cn2cc(Cl)cn2)cc1)N1CCN(c2ccccc2)CC1	-2	1.1	-3	0	-1	98	2	-10	2
O=[N+]([O-])c1cccc(NC(=S)N2CCN(S(=O)(=O)c3ccccc3)CC2)c1	0	-1.2	7	-1	-2	107	-1	7	1
CCCC(c1nnnn1Cc1ccc(OC)cc1)N1CCN(C(=O)c2ccco2)CC1 (configuration not stated)	4	0.9	7	9	0	88	8	9	-4
O=C(CSc1ccc(Cl)cc1)Nc1ccc(N2CCN(C(=O)c3ccc(Cl)cc3)CC2)cc1	-2	0.0	15	-20	-3	98	32	-4	2

Assay outcomes: PubChem BioAssay, several laboratories
